Abeta rescue: qHTS for compounds that reverse cellular toxicity of Amyloid beta (A-beta) peptide in yeast: Primary Screen | yeast expressing A-beta42, growth rescue, OD600, 48 h; response scale: 0% DMSO, 100% iron-clioquinol control | Potency, µM (doses to about 46.1 µM), for the others: at the highest dose growth rescue, most hits filed as activators | 410,000 compounds, 0.063% hits | AID 1347071, 2019; further: potency means the concentration at half of the fitted maximal effect; nearly all actives have a fitted effect of over 55% in size
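Yeast growth medium received pinned compounds, then yeast cells expressing toxic A-beta were added; plates incubated at 30 C for 48 hr. Growth read as absorbance at 600 nm, normalized to DMSO and equimolar FeCl3 plus clioquinol controls.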
PI5P4K alpha inh: qHTS for Inhibitors of phosphatidylinositol 5-phosphate 4-kinase (PI5P4K); Phosphatidylinositol 5-phosphate 4-kinase type-2 alpha (Homo sapiens), P48426; PI5P4Kalpha enzyme, ADP-Glo luminescence, 60 min; active compounds read low; max response, %; 330,000 compounds, 1.2% hits; active means max response of -50% or lower; inconclusive means between -30% and -50%; inactive means -30% or higher; further: value at the top dose of about 77 µM; on the % scale 0 is the no-effect control and ±100 the full control effect
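PI5P4Kalpha ADP-Glo assay; 5 microM ATP final; 60 min RT reaction; HEPES pH 7.4/EGTA/CHAPS, 5% DMSO; controls lacking substrate or enzyme; luminescent end-point.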
EPAC1 ag: qHTS for Agonist of cAMP-regulated guanine nucleotide exchange factor 3 (EPAC1): primary screen. Rap guanine nucleotide exchange factor 3 (Homo sapiens), O95398. EPAC1 agonist qHTS, biochemical assay; response scale: 100% = response to 6.5 mM cAMP. Potency, µM (titrated, usually from 154 µM), for inactives: at the top dose activation, hits mostly activators. 360,000 compounds, 0.073% hits; further: potency means the concentration at half of the fitted maximal effect; nearly all actives have a fitted effect of over 60% in size
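EPAC1 100 nM, Rap1B–BODIPY-GDP 250 nM, unlabeled GDP 50 uM; compound titration; 5 min RT; kinetic read ex480/em540 at 5-min intervals ×30 min; data normalized to 6.5 mM cAMP agonist control.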
FUS suppressor: qHTS for Suppressors of FUS Proteinopathy: Primary screen using FUS-linked yeast assay | S. cerevisiae FUS-expressing, growth rescue, OD600, 24 h | Potency, µM (highest dose often 76.6 µM), inactives show at the top dose growth rescue (activation), hits mostly activators | 390,000 compounds, 0.24% hits;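 further: potency means the concentration at half of the fitted maximal effect; plate controls were DMSO vehicle for no effect and reference control for full effect; nearly all actives have a fitted effect of over 55% in size; some results filed as inactive show a strong effect at the top dose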
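Galactose (2%) drives FUS expression in yeast precultured in raffinose; seeding density OD 0.005. Test compounds incubated 24hr at 30C and 99% humidity before absorbance at 600 nm was measured.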
WRN helicase inh: qHTS for Inhibitors of WRN Helicase; Bifunctional 3'-5' exonuclease/ATP-dependent helicase WRN (Homo sapiens), Q14191; WRN helicase unwinding, fluorescent forked duplex, kinetic; Potency, µM (top dose mostly 114 µM), without a hit: top-dose activity change, negative = inhibition, usual class: inhibitors; 360,000 compounds, 0.46% hits; AID 651768, 2012; further: potency means the concentration at half of the fitted maximal effect; on the % scale 0 is the no-effect control and ±100 the full control effect; nearly all actives have a fitted effect of over 55% in size
Target sequence (Q14191 whole entry, looked up): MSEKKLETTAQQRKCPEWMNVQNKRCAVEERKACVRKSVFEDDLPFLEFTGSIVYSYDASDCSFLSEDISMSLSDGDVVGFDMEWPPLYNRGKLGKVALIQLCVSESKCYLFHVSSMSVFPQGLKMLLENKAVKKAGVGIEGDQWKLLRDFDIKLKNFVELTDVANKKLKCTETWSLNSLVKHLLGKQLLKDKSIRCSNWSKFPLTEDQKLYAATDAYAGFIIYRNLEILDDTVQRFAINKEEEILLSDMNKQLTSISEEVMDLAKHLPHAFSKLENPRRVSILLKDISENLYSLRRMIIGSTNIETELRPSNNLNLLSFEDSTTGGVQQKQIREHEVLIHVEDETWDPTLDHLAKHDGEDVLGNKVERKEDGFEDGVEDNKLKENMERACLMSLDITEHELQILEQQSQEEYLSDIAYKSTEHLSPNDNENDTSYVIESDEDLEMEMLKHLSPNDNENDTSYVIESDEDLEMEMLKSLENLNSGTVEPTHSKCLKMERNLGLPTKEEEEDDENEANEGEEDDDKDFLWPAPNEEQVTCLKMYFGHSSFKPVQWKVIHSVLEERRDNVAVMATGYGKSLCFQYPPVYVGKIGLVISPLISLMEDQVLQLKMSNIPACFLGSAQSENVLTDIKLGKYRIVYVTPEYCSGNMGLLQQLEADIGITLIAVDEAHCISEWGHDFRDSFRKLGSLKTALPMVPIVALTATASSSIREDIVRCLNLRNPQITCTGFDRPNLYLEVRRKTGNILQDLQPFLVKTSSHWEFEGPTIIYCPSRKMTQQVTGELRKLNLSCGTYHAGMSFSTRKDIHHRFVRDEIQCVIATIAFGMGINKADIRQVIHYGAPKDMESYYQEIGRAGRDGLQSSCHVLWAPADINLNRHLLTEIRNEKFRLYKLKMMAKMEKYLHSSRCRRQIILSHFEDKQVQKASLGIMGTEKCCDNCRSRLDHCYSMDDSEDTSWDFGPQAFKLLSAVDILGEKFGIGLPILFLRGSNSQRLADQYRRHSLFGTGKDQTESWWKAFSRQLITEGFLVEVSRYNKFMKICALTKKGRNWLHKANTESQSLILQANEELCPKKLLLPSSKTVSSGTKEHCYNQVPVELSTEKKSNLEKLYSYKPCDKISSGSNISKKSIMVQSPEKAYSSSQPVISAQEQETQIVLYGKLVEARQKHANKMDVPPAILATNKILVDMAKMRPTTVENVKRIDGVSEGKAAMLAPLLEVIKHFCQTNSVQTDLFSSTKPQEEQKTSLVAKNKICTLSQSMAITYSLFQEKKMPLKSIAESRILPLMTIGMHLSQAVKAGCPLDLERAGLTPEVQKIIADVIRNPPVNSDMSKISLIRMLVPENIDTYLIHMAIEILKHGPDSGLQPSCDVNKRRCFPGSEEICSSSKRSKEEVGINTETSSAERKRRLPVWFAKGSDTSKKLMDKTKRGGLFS
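Screening of the MLSMR collection measured strand separation of a quenched forked DNA duplex (100 nM) by 20 nM WRN with 2 mM ATP, all final. Compounds were preincubated with enzyme 15 min at room temperature.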
PLK1 PBD inh: qHTS for Inhibitors of PLK1-PDB (polo-like kinase 1 - polo-box domain): Primary Screen; Plk1 PBD binding of FITC phosphopeptide, fluorescence polarization; Potency, µM, inactives show max response, negative = inhibition, actives largely listed as inhibitors; 360,000 compounds, 2.8% hits; Serine/threonine-protein kinase PLK1 (Homo sapiens), P53350; AID 720504, 2013; further: potency means the concentration at half of the fitted maximal effect; series mostly up to about 57 µM; on the % scale 0 is the no-effect control and ±100 the full control effect; nearly all actives have a fitted effect of over 65% in size
IL-2 act: qHTS of IL-2 Activators; IL-2 activation reporter assay, cell-based qHTS; stimulated with anti-CD3/CD4/CD28 beads; in transgenic mouse T cells; activation, % (series mostly up to about 46 µM); 360,000 compounds, 0.065% hits; in the data active means activation above about 50%; inconclusive means mostly about 30% to 49%; further: 0% is about no effect
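First, unstimulated transgenic mouse T cells were exposed to compound for 60 min. Next, anti-CD3/anti-CD4-coated beads with anti-CD28 were added. Finally, after 18 h at 37 degrees C, EGFP and DsRed were imaged.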
EPAC1 antagonist: qHTS for Antagonist of cAMP-regulated guanine nucleotide exchange factor 3 (EPAC1): primary screen; EPAC1 GEF assay, Rap1b-BODIPY-GDP exchange fluorescence; Rap guanine nucleotide exchange factor 3 (Homo sapiens), O95398; 360,000 compounds, 0.14% hits; Potency, µM (series often up to 115 µM), for the others: top-dose activity change, negative = inhibition, actives largely listed as inhibitors;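 further: potency means the concentration at half of the fitted maximal effect; plate controls were vehicle for no effect and positive control for full effect; nearly all actives have a fitted effect of over 50% in size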
* = called active by the depositor; ? = inconclusive; . = no result given; [ ] = another dose, or the depositor's remark. Unless noted, the call rests on the fitted dose curve; in most records, active means well fitted curve in the direction sought with a large enough effect; inconclusive means small, poorly fitted or top-dose-only effect, or another doubt; inactive means no such curve, though single readings can be large; an effect the other way counts as inactive or inconclusive.

Values run as follows: Abeta rescue	PI5P4K alpha inh	EPAC1 ag	FUS suppressor	WRN helicase inh	PLK1 PBD inh	IL-2 act	EPAC1 antagonist
> COc1cccc(CNC(=O)c2cccc(NC(=O)C3=C(C)OCCS3)c2)c1
→ 0%	-1	2%	13%	-10%	0%	-2.9	4%
> CCC(C)[C@H](NC(=O)NCc1ccccn1)C(=O)OC (stereo not given in full)
→ -7%	.	2%	?	8%	-8%	-1.4	-6%
> CSc1ncc(CN2CCC(C(=O)Nc3cccc(-c4cscn4)c3)CC2)cn1
→ 4%	4	6%	24%	-35%	-8%	-5.1	-17%
> C[C@@H]1CN([C@H](C)CO)C(=O)CCCn2nncc2CO[C@H]1CN(C)Cc1ccc(Cl)c(Cl)c1
→ 6%	0	-5%	-11%	5%	2%	-1.0	-5%
> COc1cc(-c2coc3c(C(=O)NCc4ccccc4)cccc23)ccc1O
→ 1%	1	20%	?	-13%	-7%	-0.4	-5%
> Cc1nc2c(oc3ccccc32)c(=O)o1
→ -24%	.	3%	27%	-1%	-3%	0.3	6%
> COc1cc(NS(=O)(=O)c2ccc(C)cc2)c2c(c1N)C(=O)c1ccccc1C2=O
→ -8%	-12	-5%	-9%	?	-10%	-5.0	30%[activator]
> Cc1cc(C)nc(SC2CCCCC2NS(=O)(=O)c2ccc(Cl)cc2)n1 (stereo not given)
→ -16%	0	7%	13%	-33%[57.1 µM]	0%	-2.5	-8%
> COc1ccc(CCNC(=O)CNS(=O)(=O)c2cccs2)cc1OC
→ -7%	.	5%	-4%	-4%	-10%	-1.3	6%
> CS(=O)(=O)c1cccc(C(=O)Nc2ccc3c(c2)OCCCO3)c1
→ 3%	2	-2%	3%	-3%	-9%	-1.0	-17%
> CC(=O)Nc1ccc(S(=O)(=O)N2CCSC2c2ccc(C)cc2)cc1 (stereo not given)
→ 7%	0	5%	-2%	-10%	1%	0.8	-1%
> CC(C)(C)n1nc2c(c1NC(=O)COc1ccc3ccccc3c1)CS(=O)(=O)C2
→ -4%	.	9%	19%	2%	-16%	-4.1	8%
> CC(=O)c1c(C)[nH]c(C(=O)OCC(=O)NCC(C)C)c1C
→ -14%	2	1%	0%	-8%	-3%	-1.0	3%
> Cc1ccc(C(=O)CCC(=O)N2CCN(C(=O)c3ccco3)CC2)cc1
→ -13%	1	6%	-8%	-5%[57.1 µM]	-6%	-0.9	14%
> Cc1cc(Cl)ccc1C(=O)C1CCCN(C(=O)c2cnn(C(C)C)c2)C1 (stereo not given)
→ -4%	0	-1%	9%	0%	-2%	-1.3	10%
> O=C(OCc1ccccc1)/C(=C/c1cccc2ccccc12)NC(=O)c1ccccc1
→ -11%	25	8%	19%	-5%	-10%	-3.6	-28%
> O=C(Nc1ccc2c(c1)OCCO2)c1cccs1
→ -18%	5	-4%	-2%	2%	-7%	0.4	2%
> NC(=O)NN=C1CC2CC1C1C=CCC21 (stereo not given)
→ -10%	1	4%	.	2%	-12%	4.1	-2%
> CC(NC(=O)c1ccc(Cl)c(S(=O)(=O)N2CCCCCC2)c1)c1cccnc1 (stereo not given)
→ -8%	-2	6%	10%	6%	-14%	0.4	20%
> CCc1cc(C(=O)OC)c(NC(=O)CSc2nccn2C)s1
→ 22%	-14	1%	5%	-1%	-15%	1.6	-6%

Further structures follow:
Values run as follows: Abeta rescue	PI5P4K alpha inh	EPAC1 ag	FUS suppressor	WRN helicase inh	PLK1 PBD inh	IL-2 act	EPAC1 antagonist
> O=C(c1ccco1)N1CCC(N2CCN(c3ccccc3)CC2)CC1
→ -3%	0	-12%	-2%	1%	3%	0.9	1%
> CCN(CC)CCNC(=O)Cn1nc(-c2ccccc2)c2ccccc2c1=O
→ 12%	-3	2%	2%	3%	0%	-0.2	8%
> Cc1ccc(C)c(-c2cc(C(=O)Nc3cccnc3)c3ccccc3n2)c1
→ -9%	-2	6%	.	-31%	-12%	-3.2	-17%
> CC(=O)CCc1c(C)c2cc(C)ccc2[nH]c1=O
→ 22%	9	0%	6%	1%	-4%	-0.8	5%
> COc1ccc(S(=O)(=O)Nc2ccccc2N2CCOCC2)cc1[N+](=O)[O-]
→ 0%	-4	7%	5%	-2%	-4%	-0.6	-26%
> O=C(NC1CCCCC1)c1c2c(nc3ccccc13)CCC2
→ 4%	?	7%	14%	0%[11.6 µM]	-13%	1.0	7%
> Fc1ccccc1CSc1nnc(Cn2cnc3ccccc32)n1-c1ccccc1
→ -9%	.	-5%	36%	-1%	-7%	-3.0	8%
> N#CC(=Nc1cccc(F)c1)C1=C(O)c2ccccc2C1=O
→ -1%	-19	3%	7%	6%[57.1 µM]	-15%	0.7	?
> COCCn1c(SCC(=O)N2CCCc3ccccc32)nnc1-c1ccoc1C
→ 4%	0	-3%	10%	3%	-5%	0.3	3%
> O=C1CCc2cc(S(=O)(=O)Nc3ccccc3)cc3c2N1CC3
→ 10%	2	?	10%	-6%	0%	-0.7	?
> COC(=O)CCC(=O)N1CN2CN(C(=O)CCC(=O)OC)CC([N+](=O)[O-])(C2)C1
→ -1%	8	-2%	-32%	-2%	0%	-1.1	1%
> CCOC(=O)N1CCN(S(=O)(=O)c2ccc(C(=O)Nc3sc4c(c3C(N)=O)CCN(CC)C4)cc2)CC1
→ 12%	-2	5%	?	6%	-14%	-1.5	4%
> O=C(COC(=O)CN1CCSC1=O)Nc1ccc(F)cc1Cl
→ 6%	1	-7%	.	-7%	-1%	-0.1	6%
> O=C(Cn1nc(-c2cccc(Cl)c2)ccc1=O)Nc1cccnc1
→ -18%	.	8%	11%	-1%	-8%	0.3	9%
> Cc1cc(C)c[n+](-c2nc3ccccc3nc2[N-]S(=O)(=O)c2ccc(Cl)cc2)c1
→ 2%	-5	3%	.	9%	-13%	-2.4	6%
> Cc1ccccc1OCC(O)CN1CCN(C)CC1 (stereo not given)
→ 6%	1	14%	-44%	-1%	0%	1.3	-3%
> CCCCCCn1cc(CN2CC(N3CCCC3)CS2(=O)=O)nn1 (stereo not given)
→ -7%	0	0%	-4%	0%	-2%	-0.3	-6%
> N#C/C(=C\c1ccco1)Sc1nc2ccccc2s1
→ -13%	0	8%	12%	-3%	-8%	-3.1	-19%
> O=C(NC1c2ccccc2-c2ccccc21)c1ccccc1
→ -13%	-7	9%	-14%	-2%	27µM*	-3.5	-4%
> Cc1ccc(Cl)c(NC(=O)CSc2n[nH]c(=O)n2C2CC2)c1Cl
→ -9%	-4	1%	-11%	2%	-8%	-0.7	-7%

Next records
Values run as follows: Abeta rescue	PI5P4K alpha inh	EPAC1 ag	FUS suppressor	WRN helicase inh	PLK1 PBD inh	IL-2 act	EPAC1 antagonist
> COc1cc(C)cc2c1OC(c1ccccc1)CC2=O (stereo not given)
→ -20%	-6	15%	7%	6%	-9%	-0.2	-18%
> COc1cc(/C=N/NC(=S)NC2CC3CC2C2C=CCC32)ccc1O (stereo not given)
→ -80%[inhibitor]	1	8%	29%	-8%	-4%	3.8	-12%
> CCOc1cccc(N2C(=O)CC(n3cnc4ccccc43)C2=O)c1 (stereo not given)
→ -5%	5	-12%	22%	9%	-6%	-2.9	10%
> CCN(CC)CCNC(=O)c1cccc(NC(=O)C(=O)c2cc(Br)ccc2NC(C)=O)c1
→ 16%	3	6%	16%	4%	-12%	1.0	-6%
> CCN(Cc1ccccc1)Cc1cccc([N+](=O)[O-])c1
→ 24%	.	0%	-1%	-2%	-1%	-3.0	-4%
> CC(=O)Cc1nsc(NC(=O)c2ccc(-c3cc(C(F)(F)F)ccc3Cl)o2)n1
→ -7%	.	3%	6%	0%	-18%	-2.1	8%
> COC(=O)Nc1nc(-c2ccccc2)c(C(=O)c2ccc(Cl)cc2)s1
→ -4%	3	-2%	18%	4%	-3%	-0.1	9%
> COc1ccc(CCN2C(=O)CC(N3CCN(S(=O)(=O)c4ccccc4)CC3)C2=O)cc1 (stereo not given)
→ 7%[9.22 µM]	-11	2%	16%	-31%	-8%	-3.1	0%
> Nc1ccc(S(=O)(=O)c2ccc(N3CCOCC3)c(N)c2)cc1
→ -3%	-1	-6%	15%	-6%	-18%	-1.1	?
> CC(=O)Nc1cccc(C(=O)Nc2nc(C)cs2)c1
→ 3%	2	3%	7%	3%	-13%	0.1	16%
> CC(=O)C[C@H](O)CC(=O)[C@H]1OC(=O)CCCCCc2ccccc21
→ -11%	-2	1%	-20%	5%	-6%	-0.4	-2%
> C=CCCN([C@H](CO)Cc1ccccc1)S(=O)(=O)c1ccccc1Br
→ -13%	-2	2%	16%	-4%	-1%	-0.5	5%
> O=C(Nc1ccccc1[N+](=O)[O-])c1nc[nH]c1C(=O)NCCO
→ -7%	-3	-1%	12%	-18%	1%	0.3	2%
> COc1ccccc1N1CCN(C(=O)CNC(=O)c2cn(-c3ccccc3OC)c(=O)c3ccccc23)CC1
→ 2%	0	-8%	11%	-7%	0%	-0.5	-2%
> O=[N+]([O-])c1ccc2c(c1)C(N1CCOCC1)/C(=C/C1(O)CCCCC1)O2 (stereo not given)
→ 16%	1	-7%	11%	-1%	-20%	-2.4	-3%
> O=C(NC1CCOCC1)C1CCC(=O)N(Cc2cccc(C(F)(F)F)c2)C1 (stereo not given)
→ 15%	-8	4%	17%	-2%	-9%	0.7	-15%
> COc1ccccc1Nc1nnc(SCc2nnc(-c3cc(OC)c(OC)c(OC)c3)o2)s1
→ -14%	-7	14%	?	-33%	-16%	-0.7	-26%
> O=C(CN1C(=O)c2ccccc2S1(=O)=O)NCc1ccccn1
→ -7%	.	4%	14%	3%	-10%	-3.4	-13%
> COc1ccc(-c2csc(NC(CO)c3nc4ccccc4n3CCCO)n2)cc1 (stereo not given)
→ 2%	2	-12%	5%	-12%	-8%	-1.5	-5%

2 compounds from above, limited to Abeta rescue and EPAC1 antagonist:
structure	Abeta rescue	EPAC1 antagonist
O=C(Nc1ccccc1[N+](=O)[O-])c1nc[nH]c1C(=O)NCCO	-7%	2%
COc1ccccc1N1CCN(C(=O)CNC(=O)c2cn(-c3ccccc3OC)c(=O)c3ccccc23)CC1	2%	-2%

Bioassay records (PubChem)

Outcome played no part in choosing rows. About 4.1% of those tested had a hit in this group.
